# Screens deposited in PubChem by National Center for Advancing Translational Sciences (NCATS).
# AmpC inh det = Promiscuous and Specific Inhibitors of AmpC Beta-Lactamase (assay with detergent) | Potency, µM (series often up to 28.7 µM), for the others: at the top dose activity change, negative = inhibition | purified AmpC, nitrocefin hydrolysis with detergent | AID 584, 2007 | P00811 | hit rate 0.09% among 71,000; active means well fitted curve in the direction sought with a large enough effect
# Target sequence (P00811 whole entry, looked up): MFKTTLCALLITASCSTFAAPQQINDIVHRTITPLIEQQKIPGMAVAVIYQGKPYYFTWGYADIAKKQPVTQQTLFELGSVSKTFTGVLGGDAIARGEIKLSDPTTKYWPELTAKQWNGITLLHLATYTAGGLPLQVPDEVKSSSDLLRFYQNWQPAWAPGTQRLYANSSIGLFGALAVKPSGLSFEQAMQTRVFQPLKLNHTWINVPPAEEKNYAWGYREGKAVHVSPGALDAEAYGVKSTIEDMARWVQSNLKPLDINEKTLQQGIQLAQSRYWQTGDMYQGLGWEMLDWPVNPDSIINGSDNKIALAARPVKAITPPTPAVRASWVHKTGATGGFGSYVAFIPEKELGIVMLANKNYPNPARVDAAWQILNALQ
#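 E. coli AmpC (5.3 nM) in 20 mM phosphate pH 7.0 with 0.01% Triton X-100, preincubated 15 min RT with compound; nitrocefin (2 uL of 800 uM stock) hydrolysis followed by 480 nm absorbance every 20 s over 4 min.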
# Starred values were filed as active, the others as inactive; & = joins results of further samples; [ ] = remark or other dose. On the % scale 0 is the no-effect control and ±100 the full control effect; potency means the concentration at half of the fitted maximal effect.
SMILES,AmpC inh det
COC(=O)C1CCCN1S(=O)(=O)c1ccc2ccccc2c1 (centres undefined),-3%
Cc1ccc2c(C)nc(NC3=NCN(CCc4ccccc4)CN3)nc2c1,-1%
O=C(O)c1ccc(NS(=O)(=O)c2ccc(Cl)c(Cl)c2)cc1O,-5%
CCOC(=O)c1sc(NC(=O)CSc2nncs2)c(C(=O)OCC)c1C,-4%
Cc1nn(-c2ccccc2)c2c1P(=O)(O)/C(=C1\N(C)c3ccccc3C1(C)C)C=N2,-3%
COC(=O)CSc1cc(C(=O)c2nccn2C)c2ccccc2n1,10%
COCCn1c(SCC#N)nnc1-c1ccccc1,9%
CN(C)CCCN1c2ccccc2CCc2ccc(Cl)cc21,-1%
CCOc1cc(-c2nc(-c3ccccc3OC)no2)cc(OCC)c1OCC,-2%
CCN(CC)CCNC(=O)c1nn(-c2ccc(C)cc2)c(=O)c2c1c1ccccc1n2C,-1%
NC(=O)N[C@H]1NC(=O)NC1=O,1%[12.8 µM]
O=C(Nc1cccc(C(=O)N2CCCC2)c1)c1ccccc1,-1%
CC1=CC(C)(C)N2C(=O)C3(C(C#N)=C(N)Oc4cc(O)ccc43)c3cccc1c32 (centres undefined),-4%
COc1ccccc1OCC(=O)Nc1oc(-c2ccccc2)c(-c2ccccc2)c1C#N,-2%
COc1ccc(-c2cn3cccnc3n2)cc1NC(=O)C1CCCC1,-7%
CCOC(=O)C1=C(C)NC2=C(C(=O)c3ccccc32)C1c1cccnc1 (centres undefined),0%
Cc1cccc(C)c1NC(=O)CSc1nnc(-c2ccoc2C)n1CCc1ccccc1,-1%
Cc1ccc2cc(CN(Cc3ccc4c(c3)OCO4)Cc3nnnn3Cc3ccco3)c(=O)[nH]c2c1C,2%
O=C(NCC(=O)N(Cc1ccc(F)cc1)C(C(=O)NC1CCCC1)c1ccco1)c1ccco1 (centres undefined),-2%
CCOC(=O)C1CCN(C(=O)COc2cc(C)c(Br)c(C)c2)CC1,10%
Cc1ccn(CCSCC(=O)O)n1,1%
Cc1cc(N2CCCN(C)CC2)nc2cc(Cl)ccc12,6%
Cc1ccc2c(c1)-c1c(cnn1CC(=O)N1CCCN(Cc3ccccc3F)C1)CO2,8%
CN(C)Cc1c[nH]c2ccccc12,0%
O=C(CSc1nnc(-c2ccco2)o1)N1CCOCC1,0%

# Quoted from the listing.
# AmpC inh det result of Cc1cc(N2CCCN(C)CC2)nc2cc(Cl)ccc12 stands at 6%
# AmpC inh det result of Cc1cccc(C)c1NC(=O)CSc1nnc(-c2ccoc2C)n1CCc1ccccc1 stands at -1%
# AmpC inh det result of COc1ccccc1OCC(=O)Nc1oc(-c2ccccc2)c(-c2ccccc2)c1C#N stands at -2%
# AmpC inh det result of O=C(Nc1cccc(C(=O)N2CCCC2)c1)c1ccccc1 stands at -1%
# AmpC inh det result of O=C(NCC(=O)N(Cc1ccc(F)cc1)C(C(=O)NC1CCCC1)c1ccco1)c1ccco1 (centres undefined) stands at -2%

# Next part
SMILES,AmpC inh det
C=CCNCc1cccn1-c1sc2c(c1C#N)CCCC2,-2%
CCOC(=O)c1cnc2nc[nH]n2c1=O,12%
O=C(c1cccs1)N1C2CCC1CC(O)(c1cccnc1)C2 (centres undefined),13%
O=C(O)c1cccc(S(=O)(=O)N2CCOCC2)c1,-4%
CCCn1c(C)nc2c(NCc3ccccc3)nc(C)nc21,5%
COc1ccccc1-c1nc(NCc2cccnc2)c2ccccc2n1,2%
Cc1ccc(S(=O)(=O)NCCNC(=O)N2CCOCC2)cc1,14%
CCN(CCCNC(=O)c1[nH]c(C)c(C(C)=O)c1C)c1cccc(C)c1,-1%
c1ccc(-c2nc(N3CCOCC3)c3ccccc3n2)nc1,-3%
C=CCN1C(=O)CN=C1Nc1ccc(OC)cc1OC,-3%
COc1ccc(NC(=O)N2CCC3(CC2)CCN(C(=O)c2csnn2)CC3)cc1,-1%
CC1(C)CC(=O)N(CC(=O)NC2CCCC2)c2ccccc2S1(=O)=O,11%
O=C(CCSc1ccccc1)Nc1ncccn1,-5%
N#Cc1c(NC(=O)CCC(=O)O)ccc2ccccc12,-1%[5.75 µM]
COC(=O)c1ccccc1NC(=O)C1CC(c2ccccc2O)=NO1 (centres undefined),-3%
COCCn1c(=O)c(-c2cn(C)c3ccccc23)nc2cnc(Oc3cccc(Cl)c3)nc21,2%
CN1CCN(c2ncnc3ccc(-c4ccc(C(=O)N(C)C)cc4)cc23)CC1,0%
Oc1ccccc1-c1ccccc1,8%
COc1ccc(N2C(=O)CC(N3CCN(C4CCc5ccccc5C4)CC3)C2=O)cc1 (centres undefined),-2%
COc1cc2c(cc1OC)[C@@H]1C(=O)c3ccc4c(c3O[C@@H]1CO2)C=CC(C)(C)O4,-3%
COc1cccc(C(c2sc3nc(C)nn3c2O)N2CCN(c3ccccc3F)CC2)c1 (centres undefined),8%
COC(=O)c1c(NC(=O)CCCC(=O)O)sc(C)c1C,2%
O=C(O)CC1C(=O)NCCN1C/C=C/c1ccccc1 (centres undefined),18%
Cc1ccc(C2NC(=O)NC(O)(C(F)(F)F)C2C(=O)c2ccccc2)o1 (centres undefined),2%
CCCCN1CC(O)=C(c2nc3ccccc3s2)C1=N,-6%
# New compounds follow.
SMILES,AmpC inh det
CC(=O)c1ccc(N2C(=O)C3C(C2=O)C(C(=O)c2ccc(Cl)cc2)N2CCCC32)cc1 (centres undefined),-6%
CC(C)(C)c1ccc(S(=O)(=O)n2c(CN3CCOCC3)nc3ccccc32)cc1,9%
Cc1cccc(-c2ccc(C=Nc3c(C)n(C)n(-c4ccccc4)c3=O)o2)c1,11%
Cc1ccc2nc(-c3cccc(NC(=O)c4ccc5c(c4)OCCO5)c3)oc2c1,2%
Cc1cc(C)cc(NC(=O)C2CCN(c3nc(C)cc(C)n3)CC2)c1,3%
Cc1ccc(N2CN=c3s/c(=C\c4ccccn4)c(=O)n3C2)cc1,-3%
CC(=O)Nc1ccc2nc(SCC(=O)O)sc2c1,13%
O=C(c1cccnc1)N1CCc2ccccc21,0%
C=CCn1c(SCC(=O)NC2CCCCC2)nnc1C(C)NC(=O)c1cccs1 (centres undefined),-8%
Cc1ccc(O)c(N)c1,9%
Oc1ccc(N2CCN(C(c3cccs3)c3nnnn3CCc3ccccc3)CC2)cc1 (centres undefined),-1%
Cc1ccc(C(=O)NCC2CCCO2)cc1N1CCCC1=O (centres undefined),-6%
CCCn1c(N2CCN(CC(=O)Nc3ccc4c(c3)OCCO4)CC2)nc2ccccc21,-3%
CCOC(=O)c1c(NC(=O)CSc2n[nH]c(N)n2)sc(CC)c1C,-6%
Cn1c(SCC(=O)Nc2nc3c(s2)CCCC3)nnc1-c1ccccc1,-3%
CC1OC(Nc2ccc(OC(F)(F)F)cc2)C(O)C(O)C1O (centres undefined),-5%
CN1CCN(S(=O)(=O)c2ccc(Sc3nnc(-c4cccs4)n3-c3ccccc3)nc2)CC1,-4%
CN=C1N[C@H](c2ccccc2)N(c2ccccc2)S1,-3%
C/C(=C\C(=O)c1ccncc1)Nc1ccccc1O,5%
Cc1sc2nc3ccc(N4CCCCC4)nn3c(=O)c2c1C,1%
O=C(/C=N/O)NCC1CCNCC1,-3%
C=CCCC,11%
Cc1cc(S(=O)(=O)NC2CCCCC2)ccc1OCC(=O)NCc1ccccn1,-3%
CCOC(=O)C1=C(C)Nc2nnnn2C1c1ccc(OC)c(Br)c1 (centres undefined),6%
CC(C)CCOc1ccc(C2(C)NC(=O)N(CN3CCOCC3)C2=O)cc1 (centres undefined),-3%

# At a glance, some entries already given.
SMILES,AmpC inh det
O=C(/C=N/O)NCC1CCNCC1,-3%
C=CCCC,11%
Cc1cc(S(=O)(=O)NC2CCCCC2)ccc1OCC(=O)NCc1ccccn1,-3%
CCOC(=O)C1=C(C)Nc2nnnn2C1c1ccc(OC)c(Br)c1 (centres undefined),6%
CC(C)CCOc1ccc(C2(C)NC(=O)N(CN3CCOCC3)C2=O)cc1 (centres undefined),-3%

# (continued)
SMILES,AmpC inh det
COc1ccc(S(=O)(=O)N2CCSC2c2ccc(N)cc2)cc1 (centres undefined),2%
CN(C)S(=O)(=O)c1ccc(N2CCN(S(=O)(=O)c3ccc(F)cc3)CC2)c(Cl)c1,10%
COc1ccc2nc(SCC(=O)Nc3ccccc3C#N)[nH]c2c1,-1%
C/C(N)=C(/C#N)C(=O)COC(=O)CSc1ccccc1,-1%
O=C(O)CSC1CC(=O)N(c2ccc(Cl)c(Cl)c2)C1=O (centres undefined),-1%
OCC(CBr)(CBr)CBr,9%
Cc1nc2ccccc2c2oc(C(=O)N3CCc4ccccc4C3)cc12,2%
CCOC(=O)N1CCC(N(C(=O)Nc2cccc(OC)c2)C(C)CC)CC1 (centres undefined),2%
Cc1ccc(-c2nnn(CC(=O)N(CC(=O)NC(C)C)c3cnc4ccccc4c3)n2)o1,0%
Cc1ccccc1-n1c(N)cc(=O)[nH]c1=S,-5%
CCN1/C(=C(\O)c2ccccc2)C(=O)c2ccccc2S1(=O)=O,0%
O=C(NCc1nc(-c2ccccc2)no1)c1ccc(Br)o1,-4%
O=[N+]([O-])O[C@H]1CO[C@H]2[C@H]1OC[C@@H]2O[N+](=O)[O-],-4%[12.8 µM]
Clc1ccc(NCc2nnc3n2CCCCC3)cc1,-3%
COc1cccc2c1OC1(C)CC2NC(=O)N1c1cccc(C(=O)Nc2ccc3c(c2)OCCO3)c1 (centres undefined),-1%
CCCCNc1ncnc2c1cnn2-c1ccccc1,6%
COC(=O)C1=C(C)N(C)C(=O)NC1c1ccccc1 (centres undefined),7%
CCn1c(CNC(=O)COc2c(C)cccc2C)nnc1SCC(=O)Nc1nccs1,-1%
FC(F)(F)c1ccc(N2CCN(c3ncnc4c3nnn4Cc3ccccc3)CC2)nc1,20%
CC(C)n1c(N2CCN(C(=O)c3cccs3)CC2)nc2ccccc21,2%
CC(=O)NC(CCS(C)(=O)=O)C(=O)Nc1cc(C)on1 (centres undefined),11%
Cc1cc(C)cc(NC(=O)N2CCC(NC(=O)c3ccc(F)cc3)CC2)c1,1%
O=C1c2ccccc2S(=O)(=O)N1CCOc1ccccc1,10%
CC1CCN(S(=O)(=O)c2cccc(C(=O)NCc3cccs3)c2)CC1,0%
CC(C)(C)C(=O)C(Oc1cccc2nonc12)n1cncn1 (centres undefined),-2%

# Brought forward from above: four entries, followed by the next part.
SMILES,AmpC inh det
Cc1cc(C)cc(NC(=O)N2CCC(NC(=O)c3ccc(F)cc3)CC2)c1,1%
O=C1c2ccccc2S(=O)(=O)N1CCOc1ccccc1,10%
CC1CCN(S(=O)(=O)c2cccc(C(=O)NCc3cccs3)c2)CC1,0%
CC(C)(C)C(=O)C(Oc1cccc2nonc12)n1cncn1 (centres undefined),-2%
Cc1nc(SCc2nnc(-c3ccc(Cl)cc3)o2)c2c3c(sc2n1)CCC3,-3%
COc1ccc(OCC(=O)N2CCN(C(=O)Cc3ccccc3)CC2)cc1,-5%
O=C1Nc2ccc(I)cc2/C1=C/c1cc(Br)c(O)c(Br)c1,1%&-2%
CCCCOCCCNC(=O)N[C@@H](CC(C)C)C(=O)O,-4%
COc1cccc(CN2CCCN(S(=O)(=O)c3ccc(Br)cc3)CC2)c1,12%
O=C(Nc1ccc2nc(-c3ccc(Br)o3)[nH]c2c1)c1cccs1,9%
Cc1ccc(-n2ncc3c(=O)n(CC(=O)NCC4CCCO4)cnc32)cc1 (centres undefined),-3%
CCOC(=O)N1CCC(N2C(=O)c3cc(C(=O)NC4CCCCC4)ccc3C2O)CC1 (centres undefined),10%
CN(Cc1nc(-c2ccncc2)no1)S(=O)(=O)c1ccc(Br)cc1,-6%
Cc1cccc(CC2CC(=O)N(C3CCCCC3)C2=O)c1 (centres undefined),-4%
O=C(NCc1ccccc1)c1n[nH]nc1-c1ccccc1O,0%
CCCC12CN3CC(C)(CN(C1)C3c1ccc3c(c1)OCO3)C2=O (centres undefined),-8%
COC(=O)C1=C(C)NC(C)=C(C(=O)OC)C1C(=O)OC1CCCCC1=O (centres undefined),-5%
CCCn1c(C)nc2c(N3CCC(N4CCN(C)CC4)CC3)nc(C)nc21,15%
O=c1cc(-c2ccccc2)nc2nc(COc3ccccc3)[nH]n12,17%
CC(c1ccccc1F)n1cc(C(=O)Nc2ccc3nc[nH]c3c2)nn1 (centres undefined),-3%
c1cnn(-c2cc(N3CCOCC3)ncn2)c1,0%
CCOc1cc2c(C#N)c(N3CCOCC3)nc(N)c2c(N)n1,0%
CC1CN(C(=O)C(C)N2C(=O)c3ccccc3C2=O)CC(C)O1 (centres undefined),-4%
[O-][N+](CCO)(CCO)c1ncnc2nc[nH]c12,-3%[5.75 µM]
CCO/C(C)=N/n1c2nc3ccccc3nc2c2c(=O)n(C3CCCC3)c(C)nc21,13%
COc1ccc(CCNC(=O)c2c(N)n(CCN3CCOCC3)c3nc4ccccc4nc23)cc1,6%
Cc1cc(O)c(C(=O)c2ccccc2C(=O)O)cc1C,7%
COc1cc(OC)c(C2=NOC(C(=O)Nc3c(C)nn(CC(=O)N4CCCC4)c3C)C2)cc1Cl (centres undefined),-5%
C1CCN(c2nc(N3CCCC3)nc(N3CCNCC3)n2)C1,11%

# A different layout for part of the listing above:
Molecule: CCCC12CN3CC(C)(CN(C1)C3c1ccc3c(c1)OCO3)C2=O (centres undefined)
  AmpC inh det = -8%
Molecule: COC(=O)C1=C(C)NC(C)=C(C(=O)OC)C1C(=O)OC1CCCCC1=O (centres undefined)
  AmpC inh det = -5%
Molecule: CCCn1c(C)nc2c(N3CCC(N4CCN(C)CC4)CC3)nc(C)nc21
  AmpC inh det = 15%
Molecule: O=c1cc(-c2ccccc2)nc2nc(COc3ccccc3)[nH]n12
  AmpC inh det = 17%

# (cont.)
SMILES,AmpC inh det
CC(=O)c1cc(CN2C(=O)c3ccccc3C2=O)cs1,-7%
CCOC(=O)c1c(C)n(C)c2ccc(OCC(O)CN3CCCCCC3)cc12 (centres undefined),10%
Cc1ccc(-c2noc(CCC(=O)NCC3CCN(Cc4cccc(C)c4)CC3)n2)cc1,-1%
Cc1nc2cc(Cl)ccc2n1CCO,-2%
CN[C@H]1[C@H]2[C@H]3CCN2C[C@@H]1O3,1%
CN(C)C(CNC(=O)Nc1cccc(Cl)c1)c1cccnc1 (centres undefined),-5%
COc1cccc(-c2ccc3ncnc(NCc4ccccc4)c3c2)c1,4%

# Some of the compounds tested. The share of hits here may be higher or lower than overall.
